Pol kappa inh = blocks human DNA polymerase kappa activity | AID 588579 | purified Pol kappa, fluorescent DNA synthesis assay, 10 min | 400,000 tested, 0.53% active | Potency, µM (series often up to 107 µM), for inactives: top-dose activity, negative = inhibition, actives largely listed as inhibitors; note: % is set by controls: 0 for no effect and ±100 for the full control effect
Target sequence (Q9UBT6 whole entry, looked up): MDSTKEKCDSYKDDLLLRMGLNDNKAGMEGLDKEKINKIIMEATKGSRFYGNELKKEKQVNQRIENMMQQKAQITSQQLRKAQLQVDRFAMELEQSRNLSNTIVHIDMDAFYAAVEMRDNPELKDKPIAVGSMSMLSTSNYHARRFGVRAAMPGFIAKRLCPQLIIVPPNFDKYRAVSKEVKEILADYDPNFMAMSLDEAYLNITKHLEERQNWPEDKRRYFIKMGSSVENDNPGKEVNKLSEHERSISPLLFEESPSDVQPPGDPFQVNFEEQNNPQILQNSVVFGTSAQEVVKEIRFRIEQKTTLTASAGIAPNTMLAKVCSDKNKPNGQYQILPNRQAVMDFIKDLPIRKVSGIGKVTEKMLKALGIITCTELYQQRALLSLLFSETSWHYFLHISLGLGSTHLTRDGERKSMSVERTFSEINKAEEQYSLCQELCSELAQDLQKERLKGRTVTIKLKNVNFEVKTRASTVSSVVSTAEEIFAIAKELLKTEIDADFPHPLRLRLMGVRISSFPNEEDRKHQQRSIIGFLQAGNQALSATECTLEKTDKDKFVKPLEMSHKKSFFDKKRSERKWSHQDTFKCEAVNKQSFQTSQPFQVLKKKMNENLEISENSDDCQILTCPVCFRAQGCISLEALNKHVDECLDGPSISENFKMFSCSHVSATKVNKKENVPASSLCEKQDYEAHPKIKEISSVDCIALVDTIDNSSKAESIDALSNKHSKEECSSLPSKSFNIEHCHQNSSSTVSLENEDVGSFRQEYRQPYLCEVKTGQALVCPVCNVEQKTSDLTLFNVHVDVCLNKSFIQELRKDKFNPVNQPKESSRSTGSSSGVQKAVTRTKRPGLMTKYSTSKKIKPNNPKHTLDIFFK
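10 nM Pol kappa preincubated 15 min at room temperature with compounds, then reaction started with substrate at 50 nM final. Fluorescence read kinetically at 0 and 10 min; buffer-only wells served as negative control.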
BAZ2B block = blocks human BAZ2B; Q9UIF8; AlphaScreen BAZ2B-H3K14Ac peptide displacement; Potency, µM (series often up to 114 µM), without a hit: at the top dose activity change, negative = inhibition, actives largely listed as inhibitors; 360,000 tested, 4.4% active; AID 504333; note: % is set by controls: 0 for no effect and ±100 for the full control effect; nearly all actives have a fitted effect of over 60% in size
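AlphaScreen displacement of biotin-H3(5-23)K14Ac peptide (50 nM final) from BAZ2B (50 nM final) in PBS pH 7.4, 0.01% Tween-20; complex preformed 30 min RT, then compounds (top 110 uM) 30 min RT, beads 20 min dark.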
APE1 inh = blocks human APE1 abasic DNA cleavage. P27695. Potency, µM (top dose mostly 65.8 µM), for the others: at the highest dose activity change, negative = inhibition, most hits filed as inhibitors. recombinant APE1, TAMRA/BHQ-2 abasic DNA cleavage fluorescence. AID 2517. 350,000 tested, 0.35% active;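 note: plate controls were vehicle for no effect and reference inhibitor for full effect; nearly all actives have a fitted effect of over 55% in size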
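Readout is kinetic fluorescence (ex 525, em 598 nm) from cleavage of 50 nM TAMRA/BHQ-2 THF abasic duplex by 0.75 nM APE1, compound added 15 min beforehand at RT.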
Pol iota inh = inhibitors of human DNA polymerase iota. Potency, µM (doses to about 115 µM), for the others: at the highest dose activity, negative = inhibition, hits mostly inhibitors. Pol iota fluorescent replication assay, 10 min. AID 588590. 390,000 tested, 1% active
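Fluorescent replication assay read twice, at 0 min and 10 min after adding 50 nM (final) substrate. Enzyme (10 nM) and compounds were first incubated 15 min at room temperature; enzyme-free buffer wells were negative controls.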
Apoferritin bind = binds horse apoferritin like a general anesthetic; 350,000 tested, 0.074% active; apoferritin/1-aminoanthracene competitive binding, fluorescence; Potency, µM (series often up to 77.5 µM), without a hit: at the top dose activity change, negative = displacement, actives largely listed as inhibitors; AID 485281; note: % is set by controls: 0 for no effect and ±100 for the full control effect; nearly all actives have a fitted effect of over 20% in size
Target sequence (P02791 2-175 limits assumed): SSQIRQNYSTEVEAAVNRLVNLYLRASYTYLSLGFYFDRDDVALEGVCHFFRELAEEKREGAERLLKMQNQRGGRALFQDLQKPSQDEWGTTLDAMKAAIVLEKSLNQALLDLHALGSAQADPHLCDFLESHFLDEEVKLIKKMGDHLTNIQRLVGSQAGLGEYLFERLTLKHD
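Read-out: endpoint 1-AMA fluorescence, excitation 380 nm and emission 535 nm, after compounds sit 10 min at room temperature with 10 uM horse-spleen apoferritin in 50% saturated 1-AMA/PBS. Values come from four-parameter Hill fits.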
G9a inh = blocks human histone lysine methyltransferase G9a; Q96KQ7; G9a H3K9 monomethylation, AlphaScreen, 2 h; Potency, µM (top dose mostly 102 µM), inactives show at the highest dose activity, negative = inhibition, actives largely listed as inhibitors; 350,000 tested, 8.8% active; AID 504332; note: % is set by controls: 0 for no effect and ±100 for the full control effect; nearly all actives have a fitted effect of over 75% in size
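Chemiluminescent proximity detection of H3K9 monomethylation, read after 10 min bead incubation in the dark. Reaction: 20 nM G9a, 500 nM biotin-H3K9 peptide, 20 uM SAM cofactor, 2 h, room temperature, following 15 min enzyme-compound preincubation.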
POLB inh = DNA polymerase beta (human) inhibition | Pol beta primer extension/strand displacement, fluorescence kinetic | P06746 | 340,000 tested, 1.3% active | Potency, µM (doses to about 114 µM), for inactives: top-dose activity change, negative = inhibition, most hits filed as inhibitors; note: % is set by controls: 0 for no effect and ±100 for the full control effect
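Homogeneous kinetic assay of primer extension and strand displacement by 10 nM Pol beta, preincubated 15 min at room temperature with compound before 50 nM substrate (final) was added. Read at 0 and 10 min; four-parameter Hill fit.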
Pol eta inh = DNA polymerase eta (human) inhibition. Potency, µM (doses to about 114 µM), for inactives: top-dose activity change, negative = inhibition, usual class: inhibitors. 390,000 tested, 1.2% active. Q9Y253. recombinant Pol eta, fluorescent DNA replication assay; note: % is set by controls: 0 for no effect and ±100 for the full control effect
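Pol eta (10 nM) was preincubated with compounds for 15 min at room temperature, after which fluorescent replication substrate (50 nM final) was added to start the reaction. Fluorescence was read kinetically at 0 and 10 min.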
BLM inh = Bloom syndrome helicase (human) inhibition; Potency, µM (top dose mostly 56.1 µM), inactives show top-dose activity change, negative = inhibition, most hits filed as inhibitors; 350,000 tested, 0.2% active; AID 2528; recombinant BLM DNA unwinding, fluorescence dequenching;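 note: plate controls were vehicle for no effect and no enzyme for full effect; nearly all actives have a fitted effect of over 35% in size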
The depositor's hits bear a star; ? = inconclusive; . = not tested or not shown; & = joins results of further samples; [ ] = remark or other dose. Calls come from the whole dose curve; as a rule, active = well fitted curve in the direction sought with a large enough effect; inconclusive = small, poorly fitted or top-dose-only effect, or another doubt; inactive = no such curve, though single readings can be large; an effect the other way counts as inactive or inconclusive. Potency is the fitted concentration of half-maximal effect. An excerpt; the hit share may differ from the screen's.

SMILES	Pol kappa inh	BAZ2B block	APE1 inh	Pol iota inh	Apoferritin bind	G9a inh	POLB inh	Pol eta inh	BLM inh
Cc1ccc(/C=N/NC(=O)c2cccs2)o1	-4.0%	-27.9%	-1.4%	3.4%	-6.8%	-3.1%[59 µM]	15.3%	-12.0%	-3.0%
CCN1CCN(Cc2c(C(=O)N/N=C(\C)c3ccc(Cl)c(Cl)c3)nnn2-c2nonc2N)CC1	.	-34.5%	43.5%[activator]	.	-5.0%	44.7µM*	-1.6%	.	1.2%
COc1ccc(CNC(=O)C2CCCN(S(=O)(=O)N(C)c3ccc(F)cc3)C2)cc1OC (stereo unspecified)	-12.5%	-9.5%	.	7.4%	-9.3%	-7.9%[59 µM]	3.7%	-9.5%	-0.9%
CCOc1cc(/C=N/Nc2nc(N3CCCCC3)nc(N3CCCCC3)n2)ccc1OC(=O)c1ccco1	-2.4%	-20.0%	8.0%	-2.9%	-14.7%	-45.6%	-0.1%	-20.8%	-9.4%
Cc1ccc(-n2c(C)cc(/C=N/NC(=O)c3ccncc3)c2C)cc1C	-0.3%	50.1µM*	-6.6%	28.7%	?	50.1µM*	-0.5%	-13.4%	-3.1%
S=C(Nc1ccc2nsnc2c1)NC1CCCCC1	-16.5%	35.3%[activator]	-7.5%	39.2%[activator]	78.4%[activator]	?	5.5%	-11.7%	12.6µM*
CCOC(=O)C1(N(CC)CC)Sc2cc(C)ccc2NC1=O (stereo unspecified)	-8.7%	?	?	?	-15.4%	?	8.0%	?	-6.1%
COC(=O)c1ccccc1NC(=O)[C@@H]1CCC(=O)N1C1OC(=O)c2c1ccc(OC)c2OC (stereo partly specified)	6.7%	-0.3%	34.5%	28.4%	-3.8%	23.3%	5.5%	-26.4%	-6.4%
COC(=O)c1c(-c2ccc(F)cc2)noc1N	-4.7%	-2.6%	-1.6%	-5.3%[58.9 µM]	3.2%	18.5%[59 µM]	-1.0%	4.8%	0.4%
CCN(CC)CCCNC(=O)C1CCC(CNS(=O)(=O)c2c(C)cc(C)cc2C)CC1 (stereo unspecified)	3.7%	-16.2%	1.8%	-10.0%	-2.9%	15.8%	39.8%	-16.4%	1.0%

An excerpt of these results, comma-delimited.
molecule,Pol kappa inh,BAZ2B block,APE1 inh,Pol iota inh,Apoferritin bind,G9a inh,POLB inh,Pol eta inh,BLM inh
Cc1ccc(-n2c(C)cc(/C=N/NC(=O)c3ccncc3)c2C)cc1C,-0.3%,50.1µM*,-6.6%,28.7%,?,50.1µM*,-0.5%,-13.4%,-3.1%
Cc1ccc(/C=N/NC(=O)c2cccs2)o1,-4.0%,-27.9%,-1.4%,3.4%,-6.8%,-3.1%[59 µM],15.3%,-12.0%,-3.0%
COC(=O)c1c(-c2ccc(F)cc2)noc1N,-4.7%,-2.6%,-1.6%,-5.3%[58.9 µM],3.2%,18.5%[59 µM],-1.0%,4.8%,0.4%

Following part.
SMILES	Pol kappa inh	BAZ2B block	APE1 inh	Pol iota inh	Apoferritin bind	G9a inh	POLB inh	Pol eta inh	BLM inh
CC1CCCN(C(=O)CCS(=O)(=O)c2cc3c(cc2Cl)NC(=O)CO3)C1 (stereo unspecified)	9.3%&-0.5%	-23.9%&6.0%	46.8%[activator]	12.6%&33.4%	-11.2%&41.8%	37.8%	?	-4.0%&-8.6%	0.5%&-6.3%
CCN(CC)C(=O)c1[nH]cnc1C(=O)Nc1ccc(OC)cc1	22.5%	-37.6%	-0.8%	1.6%	-5.8%	-0.9%[59 µM]	28.3%	-11.5%	-2.8%
O=C(CSc1nc2c([nH]c3ccccc32)c(=O)n1-c1ccc(F)cc1)N1CCc2ccccc21	1.3%[60.1 µM]	1.3%	.	12.4%	5.0%	3.4%[59 µM]	0.9%	-14.4%	-1.1%
CC(=O)Nc1nc(C)c(C(C)C)s1	-1.5%	-1.3%	5.0%	35.1%[activator]	-13.6%	27.8%	9.0%	-20.2%	-4.1%
COC(=O)C1CCN(c2c([N+](=O)[O-])cc(C(F)(F)F)cc2[N+](=O)[O-])CC1	-5.7%	35.5µM*	-1.9%	-3.0%	-4.4%	?	-5.4%	-21.1%	-4.8%
COc1cc(Cl)c(C)cc1NC(=O)c1cn(CC(C)C)c(=O)c2cc(OC)c(OC)cc12	0.3%	4.6%	.	-10.5%	-10.1%	5.1%[59 µM]	-12.3%	-14.6%	-5.9%
Cc1nc2nc(-c3ccc(Cl)cc3)nn2c(C)c1Cl	.	5.3%	-1.7%	.	-6.1%	.	18.3%	.	1.2%
COc1ccc2c(=O)ccoc2c1	-3.3%[60.1 µM]	.	10.9%	.	0.1%	.	.	.	3.9%
Cc1noc(NS(=O)(=O)c2ccc(N3C(=O)c4ccccc4C3=O)cc2)c1C	-3.0%	-2.1%	-2.8%	7.0%	-6.0%	?	-10.5%	-7.1%	0.3%
Cc1cccc(NS(=O)(=O)c2ccc3c(c2)[C@H]2C=CC[C@H]2[C@@H](c2ccc(F)cc2)N3)c1	-17.9%	-37.1%	.	20.1%	?	12.6µM*	15.6%	-4.0%	-15.5%
Cc1ccc2oc(-c3ccc(C)c(NC(=O)c4ccc5c(c4)OCCO5)c3)nc2c1	-9.1%	-11.7%	.	27.0%	-0.1%	-8.5%[59 µM]	3.2%	-8.0%	-7.7%
COc1ccc(C)cc1S(=O)(=O)N1CCCC(C(=O)N2CCN(c3ccccc3)CC2)C1 (stereo unspecified)	-7.6%	-22.5%	54.5%[activator]	5.6%	-12.0%	?	?	-5.5%	-4.3%
CCc1ccc(S(=O)(=O)c2cnc(SCC(=O)Nc3ccc(OC)cc3OC)[nH]c2=O)cc1	-12.9%	-11.9%	.	-24.6%	?	-8.9%[59 µM]	-17.0%	-6.1%	-0.1%
COc1ccc(-c2coc3cc(O)ccc3c2=O)c(OC)c1	-8.1%[60.1 µM]	.	-0.7%	.	-6.9%	-41.1%[2.33 µM]	.	.	1.0%
CN(C)C(=O)c1nnc(Cc2ccc(Cl)cc2)o1	-24.0%	1.0%	0.8%	13.4%	-9.1%	?	-4.5%	-19.7%	1.7%
CSc1ccccc1NC(=O)COc1ccccc1C	9.4%	117.6%[activator]	-2.4%	53.2%[activator]	3.2%	425.0%[activator]	12.4%	-11.8%	-9.6%
O=C(CNC(=O)c1ccc(-c2ccccc2)cc1)Nc1ccc(S(=O)(=O)Nc2ncccn2)cc1	-7.4%	-5.8%	1.2%	?	-6.7%	.	5.4%	-2.8%	-7.5%
C/C(CC(=O)Nc1ccc(N(C)C)cc1)=N\NC(=O)c1ccccc1O	-4.7%	35.5µM*	-0.9%	-7.0%	?	50.1µM*	4.1%	-16.0%	-10.4%
O=C(NCCN1CCN(Cc2ccccc2)CC1)c1ccc(CS(=O)(=O)c2ccc(Br)cc2)o1	8.1%	-11.8%	-4.0%	21.5%	-9.4%	0.5%[59 µM]	1.5%	-13.1%	-0.7%
CCOC(=O)Cn1c(=O)n(Cc2ccco2)c(=O)c2ccc(C(=O)NCCc3ccccc3)cc21	-3.8%	-3.7%	-4.5%	21.4%	-17.6%	-17.3%[0.0925 µM]	21.9%	-24.7%	-9.5%
COc1cc(/C=N/NC(=O)Cn2cnc3c2c(=O)n(C)c(=O)n3C)cc(OC)c1OC	-9.7%	3.0%	15.7%	139.6%[activator]	9.1%	-2.6%[12.7 µM]	26.3%	-19.0%	-0.2%
CCOc1ccc(-n2c(CC)nc3c(cnn3-c3ccc(Cl)cc3)c2=O)cc1	-0.9%	.	.	4.5%	-3.8%	11.4%[59 µM]	41.1%	-12.5%	-7.6%
CCN(c1cccc(C)c1)S(=O)(=O)c1cc(Br)cc2c1N(C(C)=O)C(C)C2 (stereo unspecified)	-10.8%	-10.5%	.	-10.9%	18.5%	-19.6%[59 µM]	-0.3%	-13.2%	-7.5%
N#CCCN(C(=O)COC(=O)c1ccc(S(=O)(=O)N2CCOCC2)cc1)c1ccccc1	-0.5%	.	27.6%	-4.4%	.	.	.	-9.8%	.
CC1CCCCN1CCCNc1ccc(C(CC(N)=O)NC(=O)Cc2ccc(Br)cc2)cc1[N+](=O)[O-] (stereo unspecified)	-3.0%	10.7%[57.1 µM]	2.6%	28.2%	-17.7%	.	25.3%	-19.5%	3.4%
COCCNC(=O)c1ccc2c(=O)n(Cc3ccco3)c(SCC(=O)NC3CCCC3)nc2c1	-0.7%	0.1%	7.2%	18.0%	-1.4%	16.2%[59 µM]	-1.6%	-10.2%	-11.1%
CCCNC(=O)Cn1cnc2sc(C(=O)N3CCN(Cc4ccc5c(c4)OCO5)CC3)c(C)c2c1=O	5.8%	-33.3%	6.7%	1.3%	-7.2%	-33.2%	-7.9%	-9.2%	-7.7%
CCn1nnnc1SCC(=O)Nc1nc(C)c(C)s1	-13.1%	2.9%	23.2%	0.8%	-2.4%	-22.0%[59 µM]	14.5%	7.3%	0.4%
C=CCN1C(=O)/C(=N/n2cnnc2)c2ccccc21	-5.0%	-33.2%	-3.0%	31.6µM*	-10.1%	0.5%[12.7 µM]	3.1%	-13.1%	-2.7%
Cc1ccc(C)c(CN2CCC(CNC(=O)Nc3ccc(Cl)cc3)CC2)c1	-0.8%	-11.3%	-8.8%	4.9%	-1.1%	?	0.9%	-19.2%	-1.8%
Cn1c(-c2ccc3nc(N)sc3c2)nc2cc(N)ccc21	70.8µM*	?	?	31.6µM*	13.2%	-14.9%	20µM*	?	-11.4%
CCSc1nnc(-c2cccnc2)n1-c1ccc(C)c(Cl)c1	-11.3%	2.8%	0.9%	21.1%	-9.1%	?	-0.2%	-13.0%	0.5%
COc1ncnc2c1oc1nc(CC(C)C)c3c(c12)CC(C)(C)OC3	6.9%	-2.7%	-7.0%	-28.7%	?	1.3%[59 µM]	8.5%	-9.9%	-4.5%
CC(=O)Nc1cccc(C(=O)/C=C/c2ccc(F)cc2)c1	2.0%	-8.9%	12.5%	?	-8.0%	.	13.9%	?	-9.4%
Nc1nc(CSc2ccccc2)nc(N2CCCCC2)n1	-7.9%	-23.5%	-9.9%	-0.9%	-12.8%	-22.2%	1.7%	-7.6%	-2.2%
COc1ccc(-n2ncc(C(=O)Nc3ccc(C)cc3Cl)c2C2CCN(C(=O)OC(C)(C)C)CC2)cc1	-9.3%	-0.1%[57.1 µM]	.	21.0%	-3.0%	-5.0%[59 µM]	-0.5%	-16.7%	-11.4%

Compound activity (PubChem)
